Screening data from PubChem BioAssay.
D2 potentiator: positively modulates the human D2 dopamine receptor allosterically | HEK293 T-REx D2, calcium flux, EC20 dopamine potentiation | potentiation, % at 10 µM | actives 0.34% (n = 340,000);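 active means potentiation over 3 SD above the plate norm, cut at about 30% in these data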; further: 0% is about no effect
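Tetracycline-induced HEK293 T-REx cells force-coupled to calcium signalling expressed D2; compounds were pin-added after a 10 s baseline, read kinetically 180 s, then an EC20 dopamine challenge followed with a further 180 s calcium read.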
TRHR enhancer: allosteric enhancers of human TRH receptor | TRHR cells, fluo-8 calcium fluorescence, EC20 TRH enhancement | enhancement, % at 2 µM | actives 0.66% (n = 360,000) | AID 493056; in the data active means enhancement above about 30%; further: 0% is about no effect
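Enhancer read-out: after compound pinning and an initial kinetic agonist-mode read, an EC20 of TRH (10 nM final) was injected and fluo-8 calcium signal (Ex 480/Em 530) followed at 1 s/cycle for 100 cycles in TRHR-expressing cells.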
D1 antagonist: human D1 dopamine receptor antagonism | P21728 | HEK293 TREx D1 cells, calcium flux, dopamine EC80; stronger effect = lower value | activity change, negative = inhibition, % at 10 µM | actives 3.2% (n = 360,000) | AID 504652; in the data active means activity change below about -30%; further: on the % scale 0 is the no-effect control and ±100 the full control effect
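Compound effects on dopamine-evoked calcium signalling were measured in tetracycline-induced HEK293 Trex D1 cells. Dopamine at EC80 followed a 180 s compound pre-read, and fluorescence was tracked kinetically for 180 s more.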
D1 ag: agonists of human D1 dopamine receptor; P21728; HEK293 T-REx D1 cells, calcium flux, agonist mode; activation, % at 2 µM; actives 1% (n = 360,000); AID 504660; further: 0% is about no effect
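Agonism was scored from calcium flux recorded over 180 s (1 read/s) after pintool compound addition, following a 10-cycle baseline. Cells were inducible force-coupled HEK293 TREx D1, plated overnight at 30 C and loaded with no-wash calcium dye.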
TRHR ag: activates the human TRH receptor. P34981. activation, % at 2 µM. actives 0.18% (n = 360,000). AID 493084. TRHR cells, calcium flux fluo-8, FDSS agonist mode; further: 0% is about no effect
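Agonist-mode FDSS calcium read (Ex 480/Em 530, 1 s cycles) in 1536-well TRHR cells with fluo-8 dye, after 10-cycle baseline and 23 nL compound addition; TRH at EC20 (10 nM final) added afterwards for the enhancer phase.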
D1 PAM: human D1 dopamine receptor positive modulation; P21728; HEK293 TREx D1 cells, calcium flux, dopamine EC20 potentiation; potentiation, % at 10 µM; actives 0.036% (n = 360,000); in the data active means potentiation above about 30%; further: 0% is about no effect
RXFP1 antag: blocks the human relaxin receptor RXFP1; HEK293-RXFP1, relaxin-stimulated cAMP HTRF, 30 min; stronger effect = lower value; activity change, negative = inhibition, % at 57.5 µM; actives 0.59% (n = 350,000);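 active means activity change of -60% or lower, but not beyond a set lower limit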; further: on the % scale 0 is the no-effect control and ±100 the full control effect
Target sequence (Q9HBX9 whole entry, looked up): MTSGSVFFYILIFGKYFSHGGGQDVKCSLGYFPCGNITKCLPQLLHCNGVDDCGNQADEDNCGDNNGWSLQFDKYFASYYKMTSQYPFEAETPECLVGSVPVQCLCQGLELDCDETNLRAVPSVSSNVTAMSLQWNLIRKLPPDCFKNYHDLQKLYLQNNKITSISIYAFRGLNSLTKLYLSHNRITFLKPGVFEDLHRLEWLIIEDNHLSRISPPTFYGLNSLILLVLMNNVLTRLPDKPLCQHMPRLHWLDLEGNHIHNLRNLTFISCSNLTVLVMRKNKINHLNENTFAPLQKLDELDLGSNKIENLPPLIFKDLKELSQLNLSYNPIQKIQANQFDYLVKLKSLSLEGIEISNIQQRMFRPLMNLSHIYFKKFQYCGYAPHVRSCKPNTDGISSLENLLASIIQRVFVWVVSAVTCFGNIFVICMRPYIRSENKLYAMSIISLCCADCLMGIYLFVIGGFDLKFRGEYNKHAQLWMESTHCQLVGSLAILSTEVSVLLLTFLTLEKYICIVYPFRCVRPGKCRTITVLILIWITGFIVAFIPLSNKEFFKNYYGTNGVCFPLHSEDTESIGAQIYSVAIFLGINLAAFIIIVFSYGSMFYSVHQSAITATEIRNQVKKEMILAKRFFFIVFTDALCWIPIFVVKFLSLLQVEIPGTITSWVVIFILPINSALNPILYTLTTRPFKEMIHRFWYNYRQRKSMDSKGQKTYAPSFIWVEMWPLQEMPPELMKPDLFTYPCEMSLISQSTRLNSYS
D2 agonist: D2 dopamine receptor (human) agonism. actives 0.53% (n = 340,000). activation, % at 2 µM. P14416. HEK293 T-REx D2 cells, calcium flux agonist mode. AID 485358;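 active means activation over 3 SD above normal in the single-dose calcium agonist read, cut at about 30% in these data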; further: 0% is about no effect
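In this primary screen, compounds producing a positive calcium signal within 180 s of addition to tetracycline-induced, force-coupled HEK293 Trex D2 cells are flagged; cells are dye-loaded with a no-wash calcium kit beforehand.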
D2 antag: antagonizes the human D2 dopamine receptor. actives 2% (n = 340,000). P14416. inhibition, % at 10 µM. HEK293 TREx D2 cells, calcium flux, dopamine EC80. AID 485344; in the data active means inhibition above about 30%; further: 0% is about no effect
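HEK293 T-REx D2 cells, tet-induced, calcium dye no-wash. Cpd pintool add, 180 s kinetic, then EC80 DA, 180 s kinetic. Ca flux read.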
The depositor's hits bear a star; . = not tested or not shown; & = joins results of further samples. Unless noted, no stated cut-off is given here; in the data, active means activation above about 30%; inactive means the rest.

SMILES	D2 potentiator	TRHR enhancer	D1 antagonist	D1 ag	TRHR ag	D1 PAM	RXFP1 antag	D2 agonist	D2 antag
Cc1ccc(N2CC(C(=O)NCCS(=O)(=O)N3CCN(c4ccccc4)CC3)CC2=O)cc1C (configuration not stated)	-7&11	-3&-3	0&-18	2&0	0.7&0.0	-6&0	17&-9	0.2&1.8	20
CC1=C(C(=O)NC(C)c2ccc3c(c2)OCCO3)C2(CCC(C)CC2)OC1=O (configuration not stated)	-16	-5	-12	1	-0.3	-1	0	0.7	0
CC(=O)Nc1ccc(S(=O)(=O)N(C)CC(=O)OCC(=O)N2CCCCCC2)cc1	12	1	-11	4	0.4	3	5	-0.2	-9
Cc1ccc(-n2ncc3c(NCCCn4ccnc4)ncnc32)cc1Cl	-15	6	-31*	14	-0.4	-3	-9	-0.1	.
COc1ccc(CNc2nc(NCc3ccc(OC)cc3)n(C(C)=O)n2)cc1	4	7	-7	-1	-1.1	0	-2	-1.2	-6
CC1(C)C2CCC13CS(=O)(=O)NC3C2 (configuration not stated)	1	-8	-1	2	0.1	-4	-6	-0.1	10
Cc1cc(C)c2c(CC(=O)N(CCC#N)Cc3cccnc3)coc2c1	-4	-1	9	-3	-0.2	5	.	0.6	-6
CCc1ccc(CNC(=O)CSCc2cnn(-c3ccccc3)c2-n2cccc2)cc1	-8	10	-3	29	-0.3	-2	-16	0.6	.
CCO[C@H]1OC(C(=O)Nc2ccccc2)=C[C@@H](c2ccc(C(F)(F)F)cc2)[C@@H]1CCCO	-5	6	-19	7	1.4	3	.	-0.1	7
Cc1ccc2c(CNCCc3ccco3)c(C(=O)O)n(Cc3ccc(F)cc3)c2c1	3	28	4	0	0.2	-3	.	0.3	.
CC(C)CC(=O)Nc1cccc(NC(=O)CC(C)C)n1	0	0	-9	0	0.0	10	-12	-0.3	-4
S=C(NCc1ccccc1)NN1CCOCC1	10	-1	6	1	-0.1	-9	2	0.3	4
O=C(C1CC1)N1CCN(c2nc3c(F)cc(F)cc3s2)CC1	15	8	.	5	0.0	-2	.	-1.2	.
C[C@@H]1O[C@@H](OC[C@H]2O[C@@H](Oc3c(-c4ccc(O)c(O)c4)oc4cc(O)cc(O)c4c3=O)[C@H](O)[C@@H](O)[C@@H]2O)[C@H](O)[C@H](O)[C@H]1O	-2	0	-4	0	-0.2	3	-5	-1.3	2
O=C(Nc1ccccc1)Nc1nc(Nc2cc(F)cc(F)c2)nc(NC2CCCC2)n1	.	1	8	2	-0.4	-7	.	.	.
O=C(CN1CCN(S(=O)(=O)c2ccc3ccccc3c2)CC1)Nc1ccc(N2CCOCC2)cc1	7	15	-10	2	0.3	0	16	0.7	16
Cc1cc(C)c2nc(NC(=O)c3ccc(S(=O)(=O)N4CCC(C)CC4)cc3)sc2c1	1	4	4	3	0.3	-2	.	0.3	.
CCc1ccc(C(=O)NC2=NC(c3cc(OC)ccc3OC)CC(=O)N2)cc1 (configuration not stated)	16	10	-6	2	-0.6	1	-5	-0.3	.
CC(C)CC(NC(=O)C1CCCN1C(=O)OC(C)(C)C)C(=O)NCC(N)=O (configuration not stated)	-6	2	-13	1	0.6	-5	-8	2.3	-27
COc1cccc(C(=O)Nc2ccc(NC(=O)Cc3ccccc3)cc2)c1	2	3	-7	7	0.0	-7	5	0.0	-2
CCOC(=O)c1c(CC(C)C)csc1NC(=O)c1ccccc1C(=O)O	2	-1	0	2	1.4	10	-3	0.6	-11
O=C(Nc1ccccc1C(=O)NCc1cccnc1)c1ccccc1Cl	23	-1	4	1	-0.9	-3	-2	-1.1	0
CCOC(=O)C1CCN(C(=O)C2CCN(C(=O)c3ccc([N+](=O)[O-])cc3)CC2)CC1	-2	-1	-24	2	-1.3	-4	-13	-0.5	-6
C=CCn1c(SCC(=O)Nc2ccc3c(c2)OCO3)nc2ccccc2c1=O	-1	-5	-24	4	-0.5	-4	8	-0.4	-2
Cc1c(Cl)cccc1NC(=O)Cn1c(CCC(=O)O)ccc1-c1cccs1	-15	3	-11	-1	0.7	0	-3	0.8	.
Following part.
SMILES	D2 potentiator	TRHR enhancer	D1 antagonist	D1 ag	TRHR ag	D1 PAM	RXFP1 antag	D2 agonist	D2 antag
COc1ccc2c(c1)c(CCN1C(=O)c3ccccc3C1=O)cn2C(=O)c1ccco1	-3	-9	-20	4	-0.1	-1	-4	-0.4	0
Cc1ccc(/C=N/NC(=O)C(C)Oc2cccc3ccccc23)o1 (configuration not stated)	-22	4	-19	0	0.0	-8	-12	-0.5	2
COCc1cc(/C=N\NC(=O)Cc2ccc(Cl)cc2)ccc1OC	-18	1	-9	4	-0.3	-9	0	-0.5	29
Cc1cccc(C(C)C)c1NC(=O)c1ccc2c(c1)CCN2S(C)(=O)=O	0	0	2	2	0.8	0	-2	-0.1	.
CCN(CC)S(=O)(=O)c1ccc2oc(SCC3CN=C(c4ccc(OC)cc4)S3)nc2c1 (configuration not stated)	-5	-7	-2	4	1.1	-5	0	0.9	6
CCN(c1ccc(NC(=O)COC(=O)CCc2cc(OC)c(OC)c(OC)c2)cc1)C(C)C	3	2	6	13	-0.7	-6	3	0.4	17
O=C(Cc1ccc(Br)cc1)Nc1ccc(Cl)cc1	-7	-1	-3	9	0.5	-6	-2	0.4	-11
Cc1ccc2nc(Nc3nc(CSc4nnc(C)s4)cc(=O)[nH]3)nc(C)c2c1	-1	-2	4	3	-1.9	-1	-3	-0.1	-7
CC1CCN(S(=O)(=O)CCNC(=O)c2ccc(F)cc2)CC1	-3	0	2	1	0.5	-3	-4	0.4	-6
Cc1cc(C)n(-c2nc3ccccc3n3c(C)nnc23)n1	14	-1	11	3	-0.1	12	-13	0.4	-6
CC(C)C(=O)Nc1nnc(CCc2ccccc2)s1	4	18	-8	4	1.9	6	12	2.0	11
Cc1cccc(-c2cccc(NC(=O)C3CCCN(Cc4cccnc4)C3)c2)c1 (configuration not stated)	-16	4	3	10	0.4	-8	-10	-2.1	12
CCOC(=O)c1[nH]c(C)c(C(=O)OCCOc2cccc(C)c2)c1C	1	-7	1	9	0.5	2	21	-0.1	3
CCN(CC(=O)Nc1ccc2c(c1)OCCO2)C(=O)c1cc(S(=O)(=O)N2CCOCC2)ccc1F	.	-4	-6	3	0.0	-7	-3	.	.
O=C1C2ON(c3ccccc3)C(c3ccncc3)C2C(=O)N1c1ccc(N2CCOCC2)cc1 (configuration not stated)	-9	0	14	5	2.2	-4	.	0.4	-2
CCOC(=O)c1ccc(NC(=O)Cn2cc(C(=O)c3ccc(CC)cc3)c(=O)c3ccc(C)nc32)cc1	4	0	40	1	-0.9	-3	0	.	.
CCOc1cccc2cc(C(=O)Nc3cc(C)on3)c(=O)oc12	10	0	-24	0	0.2	-1	20	.	.
Cc1c(Cl)cccc1NC(=O)CN1C(=O)CSc2ncccc21	0	1	0	8	0.9	-3	.	0.7	7
Cc1ccc(S(=O)(=O)N2CCOCC2)cc1C(=O)Nc1nc(-c2cccnc2)cs1	5	2	-8	4	-0.2	-3	1	-2.3	-11
CCOc1ccc(C(=O)NCCS(=O)(=O)N2CCN(c3ccccc3F)CC2)cc1OCC	0	2	-3	0	-0.9	-1	-10	0.0	.
O=C(Nc1ccc(-c2cscn2)cc1)C1CCCN(Cc2ccc(CO)o2)C1 (configuration not stated)	-3	11	-16	0	0.3	-4	0	0.2	-12
O=C(CNC(=S)NC(=O)c1cccs1)c1ccccc1	10	2	-4	6	0.8	-1	3	-0.9	4
N=c1sccn1CC(=O)N1CCc2ccccc21	-23	3	7	3	0.7	5	6	0.1	20
O=C(CSc1ncc(S(=O)(=O)c2ccc(Br)cc2)c(=O)[nH]1)NCc1ccccc1Cl	-4	-1	23	2	0.5	2	.	-1.0	.
Cc1ccccc1CNC(=O)c1cc2cc(S(=O)(=O)N3CCCCC3)ccc2n1C	3	-2	7	7	0.5	-3	-8	-0.6	.
Going on with the list:
SMILES	D2 potentiator	TRHR enhancer	D1 antagonist	D1 ag	TRHR ag	D1 PAM	RXFP1 antag	D2 agonist	D2 antag
Cc1ccc(-c2nnc(-c3ccc(NC(=O)Cc4cccs4)cc3)o2)cc1	17	2	-11	7	0.1	6	-10	0.0	0
COc1ccc(CNC(=O)COC(=O)CCN2C(=O)C3CC=CCC3C2=O)cc1OC (configuration not stated)	0	8	-1	0	-0.9	2	1	-0.4	30
CCN1C(=O)[C@H]2[C@@H](c3ccc(-c4cccc(Cl)c4)cc3)N[C@@](Cc3ccccc3)(C(=O)OC)[C@H]2C1=O	9	1	2	5	1.6	-8	.	0.6	7
Cc1cc(N/N=C/c2ccccc2O)nc(N2CCOCC2)n1	0	11	-6	1	-0.5	2	-11	-0.2	11
Cc1ccc(NC(=O)C(=O)NCC2CCCN2S(=O)(=O)c2cccs2)cc1C (configuration not stated)	-4	0	-18	8	0.1	-2	2	0.0	13
Cc1ccc(Cl)cc1N(CC(=O)N1CCOCC1)S(C)(=O)=O	-9	2	-15	-1	0.3	-8	8	3.3	1
Fc1ccc(NC(=S)N2CCc3ccccc3C2)c(F)c1	-8	-5	.	5	-0.6	-4	4	3.3	8
CCCCNC(=S)N(CCN(C)C)Cc1cc2cc3c(cc2[nH]c1=O)OCCO3	4	2	-2	1	-0.8	-8	1	-0.4	3
CCC(CC)CN1CCN=C1N(C)C	5	-3	-5	2	0.2	0	.	0.4	-2
Cc1sc2nc(C(C)C)nc(SCC(=O)NCc3ccco3)c2c1C	.	-6	2	3	-1.1	-6	-16	.	.
O=C(CNC(=O)c1ccccc1)NCC(=O)OCC(=O)c1ccccc1Cl	12	11	1	6	-0.3	4	2	0.2	-6
Cc1ccc(C(=O)NCCSC(C)(C)C)cc1[N+](=O)[O-]	8	0	-14	2	-0.1	-3	5	0.2	12
Nn1c(SCC(=O)NCc2ccccc2)nnc1C1CC1	15	-3	-6	2	0.1	-5	-16	-1.7	-10
O=S(=O)(NCc1cn2ccsc2n1)c1ccc2c(c1)OCCO2	-3	4	12	3	0.0	-4	3	-3.0	17
CC(NS(=O)(=O)c1ccc2[nH]c(=O)c(=O)[nH]c2c1)C(=O)O (configuration not stated)	8	-3	0	1	2.7	-2	-13	0.7	-2
CCOC(=O)c1ccccc1NC(=O)COC(=O)C1CCCC1	9	-2	-11	2	-0.2	-2	-21	-0.4	2
